Screening results from PubChem.
STAT3 blocker: STAT3 signaling inhibition; U3A cells, IL-6 STAT3-luciferase reporter, luminescence; host cell line lacks STAT1; inhibition, % at 5.5 µM; 0.89% of 190,000 active; AID 862;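 active = inhibition above the mean inhibition across all screened compounds plus 3 SD, cut at about 44% in these data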;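 also: 0% = DMSO only wells and 100% = 100 µM nifuroxazide control wells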
bIAP act: intestinal alkaline phosphatase (bovine) activation. 0.17% of 200,000 active. activation factor at 20 µM. purified bovine IAP, CDP-star luminescence, 30 min; active compounds read high; fold of DMSO-control signal, blank-subtracted;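 active = activation factor of 2 or more at 20 µM, a signal rise over negative controls twice the positive control's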
PPARg SRC-2 ag: promotes SRC-2 coactivator recruitment by human PPARgamma | activation, % at 8 µM | 0.34% of 200,000 active | P37231 | PPARgamma LBD-SRC-2 recruitment, biochemical; in the data active = activation above about 22%;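 also: 0% = vehicle and 100% = reference agonist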
PPARg SRC3 recr: PPARgamma-driven SRC-3 recruitment agonism | P37231 | biochemical PPARgamma/SRC-3 coactivator recruitment assay | activation, % at 8 µM | 0.26% of 200,000 active | AID 731; in the data active = activation above about 23%;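 also: 0% = DMSO and 100% = reference agonist; some compounds past the cut are filed as inactive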
TNAP act hiacc: activators of human TNAP at high phosphate acceptor concentration; P05186; purified TNAP, CDP-star luminescence, 1 M DEA, 30 min; active compounds read high; 0 = EDTA background, 1 = DMSO-only activity; activation factor at 20 µM; 200,000 tested, under 10 active;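 active = activation factor at least 2 at 20 µM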
Target sequence (P05186 whole entry, looked up): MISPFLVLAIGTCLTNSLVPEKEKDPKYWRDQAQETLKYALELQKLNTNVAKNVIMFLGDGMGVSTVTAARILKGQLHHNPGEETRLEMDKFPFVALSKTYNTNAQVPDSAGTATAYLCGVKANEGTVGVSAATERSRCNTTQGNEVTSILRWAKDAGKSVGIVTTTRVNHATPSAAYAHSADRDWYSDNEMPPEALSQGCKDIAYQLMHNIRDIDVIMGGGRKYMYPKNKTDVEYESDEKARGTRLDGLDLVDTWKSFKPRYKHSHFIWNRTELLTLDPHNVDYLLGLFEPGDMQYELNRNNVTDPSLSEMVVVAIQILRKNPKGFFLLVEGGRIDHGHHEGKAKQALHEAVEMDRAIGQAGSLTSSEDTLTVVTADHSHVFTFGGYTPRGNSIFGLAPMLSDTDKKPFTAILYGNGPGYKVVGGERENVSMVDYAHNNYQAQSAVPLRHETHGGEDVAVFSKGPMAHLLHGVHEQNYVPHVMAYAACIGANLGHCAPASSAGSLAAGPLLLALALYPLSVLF
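Control set: EDTA negative control, DMSO positive control / Assay system: human TNAP / Quantity: TNAP 1/800 final / Evaluation: TNAP activation factor scaled between EDTA and DMSO control wells / Measured by: luminescent substrate turnover signal / Compound dosing: one dose, 20 µM / Times: 30 min enzyme reaction at room temperature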
STAT1 inh: reduces IFN-gamma driven STAT1 reporter signal; NIH 3T3 STAT1-luciferase reporter, luminescence; inhibition, % at 5.5 µM; 0.35% of 200,000 active; AID 920;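 active = inhibition above a set limit, the mean inhibition across all tested compounds plus 3 SD, cut at about 34% in these data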;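 also: 0% = IFN-gamma with DMSO and 100% = IFN-gamma with 300 µM nifuroxazide; values of inactives mirror those of a sister screen read the other way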
TR-FRET SRC-2 ct: flags TR-FRET format artefacts in PPARgamma SRC-2 recruitment agonist screen. 0.4% of 200,000 active. TR-FRET ratio at 8 µM. TR-FRET artefact counter-screen; active compounds read high; in the data active = TR-FRET ratio above about 2000; also: inactives centre near 1500
STAT3 activator: STAT3 signaling activation; U3A cells, IL-6 STAT3-luciferase reporter, luminescence; 100% = signal with IL-6 EC80 alone; activation (% of control), % at 5.6 µM; 0.91% of 190,000 active; AID 871;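 active = activation above the screen-wide mean of compound activation plus 3 SD, cut at about 130% in these data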;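 also: 0% = background luminescence of wells with medium and substrate only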
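Test system: STAT3-luciferase reporter U3A cells; Detection: reporter luminescence signal; Times: 1 h compound pre-exposure, 6 h IL-6 stimulation, 37 °C; Benchmarks: IL-6-only high control; Also added: IL-6 stimulus at 33 ng/mL final.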
bIAP inh: blocks bovine intestinal alkaline phosphatase activity | inhibition, % at 20 µM | 190,000 tested, under 10 active | purified bovine IAP, CDP-star luminescence, 30 min;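 active = over 50% inhibition of intestinal alkaline phosphatase at 20 µM in the single-dose screen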
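Assay system – bovine IAP enzyme · Quantity – bovine IAP at 1/65,000,000 final dilution · Detection – CDP-star luminescence signal · Times – 30 min reaction at room temperature · Also added – CDP-star substrate at 30 µM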
ROMK primary: modulates human ROMK potassium channel activity. Tet-inducible ROMK, thallium flux fluorescence; actives lie on both sides. B-score at 10 µM. 2% of 130,000 active. AID 1918;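 active = signal ratio slope over the read window, or its plate-corrected B-score, at least 3 SD from the plate mean, either direction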;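 also: B-score of the F/F0 ratio slope over 7 to 12 s after thallium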
Target sequence (P48048 whole entry, looked up): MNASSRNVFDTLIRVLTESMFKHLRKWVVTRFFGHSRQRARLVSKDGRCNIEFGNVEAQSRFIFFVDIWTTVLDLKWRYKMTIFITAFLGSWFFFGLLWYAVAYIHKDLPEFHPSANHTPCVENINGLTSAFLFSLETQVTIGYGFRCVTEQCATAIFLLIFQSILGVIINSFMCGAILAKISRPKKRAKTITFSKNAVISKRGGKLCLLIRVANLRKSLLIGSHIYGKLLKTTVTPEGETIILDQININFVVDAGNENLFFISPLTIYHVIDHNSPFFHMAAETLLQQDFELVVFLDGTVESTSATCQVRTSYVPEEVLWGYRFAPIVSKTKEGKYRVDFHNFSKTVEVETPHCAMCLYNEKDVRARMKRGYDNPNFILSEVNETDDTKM
PPARg SRC1 recr: promotes SRC-1 coactivator recruitment by human PPARgamma; PPARgamma-SRC-1 coactivator recruitment biochemical assay; activation, % at 8 µM; 0.41% of 200,000 active; in the data active = activation above about 19%;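 also: 0% = DMSO and 100% = reference agonist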
Numbers without * were called inactive; / = no result given.

SMILES	STAT3 blocker	bIAP act	PPARg SRC-2 ag	PPARg SRC3 recr	TNAP act hiacc	STAT1 inh	TR-FRET SRC-2 ct	STAT3 activator	bIAP inh	ROMK primary	PPARg SRC1 recr
CC(=O)NC1C2CN3CCN(C2)CC1(Cc1ccccc1)C3 (centres undefined)	4	0.8	6	2	1	-11	1511	104	21	0.48	-2
N#Cc1c(NC(=O)CSc2nnc(-c3ccncc3)n2CC2CCCO2)sc2c1CCCC2 (centres undefined)	5	1.1	9	7	0.5	1	1393	104	-7	0.14	7
O=C(c1ccc(S(=O)(=O)NCC2CCCO2)cc1)N1CCN(c2cccc(Cl)c2)CC1 (centres undefined)	32	1.1	5	3	1	17	1461	77	-11	-1.1	1
COc1ccc(CCc2nnc(CCC(=O)NCc3cnc4ccccn34)o2)cc1	4	1	-3	-7	1	9	1515	101	5	-0.46	-9
Cc1ccc(S(=O)(=O)N2CCCCC2)cc1NC(=O)c1ccc2c(c1)OCO2	-7	1	5	4	1	2	1411	102	2	/	-4
COc1ccccc1NC(=O)N1CCCC1C(=O)NCc1ccc2c(c1)OCO2 (centres undefined)	-2	1	-7	0	1	1	1338	103	1	/	-5
Cc1ccc(N2C(=O)CC(c3c[nH]c4ccccc34)C2=O)cc1 (centres undefined)	6	1.1	12	7	1	3	1646	96	-5	-0.086	0
CCNC(=S)N1CCN(c2ccccn2)CC1	22	0.6	7	3	1	8	1611	83	42	0.6	2
Cc1cc(NS(=O)(=O)c2ccc(NC(=O)NC3CCCCC3)cc2)no1	-3	0.9	6	-2	1	5	1809	106	9	/	8
CC(C)OCc1c(C(=O)Nc2nccs2)oc2ccccc12	-15	1	8	8	1	18	1800	118	-5	0.87	2
COc1ccccc1NC(=O)c1ccc(N)cc1	10	0.9	13	4	1	-7	1461	96	12	/	0
O=C(Nc1ccc(F)cc1)C1CCCCC1	12	1.1	1	4	1	6	1562	97	-6	/	8
CCCNC(=S)Nc1cccc(C(F)(F)F)c1	2	0.9	-5	2	1	-7	1454	98	5	-0.57	-5
OCC(O)C(O)C(O)C(O)C1NCCS1 (centres undefined)	-5	1	-10	-2	1.1	-7	1605	109	4	0.64	2
CCO/C=N/c1c(C#N)c2c(c(=S)n1C)COC(C)(C)C2	-2	0.9	1	-5	1	3	1474	101	9	/	-1
Cc1c(Cl)cccc1NCC(=O)Nc1ccc(Cl)cc1F	20	0.7	-5	2	1	2	1416	82	27	/	-8
CSc1nnc2c(n1)OC=Nc1ccccc1-2	-5	0.9	16	5	1	-6	1542	107	8	/	1
Cc1ccnc(SCc2cc(=O)c(OC(=O)c3cccs3)co2)n1	10	0.9	2	2	1	3	1629	96	5	-0.39	3
CC1CCCC(NC(=O)C2CCN(S(=O)(=O)N3CCCCC3)CC2)C1C (centres undefined)	5	1	-1	3	1	1	1620	100	2	0.66	0
Cn1c(=O)c2c(nc(CN3CCN(C(c4ccccc4)c4ccccc4)CC3)n2CC(N)=O)n(C)c1=O	-4	1.1	-1	2	1	3	1435	107	-5	-0.84	-4

Some of the entries so far, with two lines to a compound.
Under each structure – STAT3 blocker	bIAP act	PPARg SRC-2 ag	PPARg SRC3 recr	TNAP act hiacc	STAT1 inh	TR-FRET SRC-2 ct	STAT3 activator	bIAP inh	ROMK primary	PPARg SRC1 recr
CCNC(=S)N1CCN(c2ccccn2)CC1
 : 22	0.6	7	3	1	8	1611	83	42	0.6	2
Cc1cc(NS(=O)(=O)c2ccc(NC(=O)NC3CCCCC3)cc2)no1
 : -3	0.9	6	-2	1	5	1809	106	9	/	8
CC(C)OCc1c(C(=O)Nc2nccs2)oc2ccccc12
 : -15	1	8	8	1	18	1800	118	-5	0.87	2
COc1ccccc1NC(=O)c1ccc(N)cc1
 : 10	0.9	13	4	1	-7	1461	96	12	/	0
O=C(Nc1ccc(F)cc1)C1CCCCC1
 : 12	1.1	1	4	1	6	1562	97	-6	/	8
CCCNC(=S)Nc1cccc(C(F)(F)F)c1
 : 2	0.9	-5	2	1	-7	1454	98	5	-0.57	-5
OCC(O)C(O)C(O)C(O)C1NCCS1 (centres undefined)
 : -5	1	-10	-2	1.1	-7	1605	109	4	0.64	2
CCO/C=N/c1c(C#N)c2c(c(=S)n1C)COC(C)(C)C2
 : -2	0.9	1	-5	1	3	1474	101	9	/	-1
Cc1c(Cl)cccc1NCC(=O)Nc1ccc(Cl)cc1F
 : 20	0.7	-5	2	1	2	1416	82	27	/	-8
CSc1nnc2c(n1)OC=Nc1ccccc1-2
 : -5	0.9	16	5	1	-6	1542	107	8	/	1
Cc1ccnc(SCc2cc(=O)c(OC(=O)c3cccs3)co2)n1
 : 10	0.9	2	2	1	3	1629	96	5	-0.39	3
CC1CCCC(NC(=O)C2CCN(S(=O)(=O)N3CCCCC3)CC2)C1C (centres undefined)
 : 5	1	-1	3	1	1	1620	100	2	0.66	0

The listing continues.
SMILES	STAT3 blocker	bIAP act	PPARg SRC-2 ag	PPARg SRC3 recr	TNAP act hiacc	STAT1 inh	TR-FRET SRC-2 ct	STAT3 activator	bIAP inh	ROMK primary	PPARg SRC1 recr
CC(C)(C)C(=O)NC1CCN(C(=O)N2CCCC2)CC1	6	1	6	-10	1	3	1635	98	3	1.2	-5
COc1ccc(C(=O)CN2CCN(S(=O)(=O)c3cccc([N+](=O)[O-])c3)CC2)cc1	6	1	1	-2	1	2	1435	97	4	/	-2
CC(Cl)C(=O)NNc1cccc(Cl)n1 (centres undefined)	6	1.2	3	-2	1.1	3	1585	100	-22	/	7
CC(NC(=O)c1sc2cc([N+](=O)[O-])ccc2c1Cl)C(C)(C)C (centres undefined)	7	1	-7	-4	1.1	-5	1428	93	-4	/	-1
COc1ccc(C2C(C(=O)c3sc(C)nc3C)=C(O)C(=O)N2CCCn2ccnc2)cc1OC (centres undefined)	2	0.9	-4	-10	1	9	1419	98	9	/	-2
CCOc1ccc2[nH]c(C)c(CN3CCN(C)CC3)c(=O)c2c1	6	1	9	10	0.9	5	1572	99	4	0.36	7
Cc1ccc(/C=C/C(=O)OCc2nc(N)nc(Nc3ccccc3C)n2)o1	0	1	4	1	1.1	0	1639	104	-2	-0.34	7
O=C(CSc1cccc2cccnc12)NCc1ccco1	2	0.9	6	-2	1	-4	1523	101	13	0.97	0
O=C(COc1ccccc1Cl)NC(=S)Nc1cccc(NC(=O)c2ccccc2Cl)c1	8	1	-2	7	1.1	-25	1699	98	4	-0.73	-4
CCOCCn1c(-c2ccc(OC)cc2)nc2ccccc21	1	1	4	3	1	5	1672	106	-3	/	14
O=C(Nc1cccc(NC(=O)C2CCCO2)c1)c1ccco1 (centres undefined)	-9	1.2	-7	-1	1	7	1656	110	-20	-1.8	-3
COC(=O)c1cc(COc2ccc3c(c2)oc(=O)c2ccccc23)c(C)o1	25	0.9	7	-2	1.1	3	1699	81	8	/	-1
CCCCCn1c(=O)[nH]c2c(c1=O)CCC2	7	1	1	14	1	-1	1594	100	4	-1.3	-3
CCO/N=C(/C)c1c(O)cc(C(C)(C)C)n(-c2ccccc2)c1=O	4	0.9	0	3	1	10	1613	96	5	-0.072	0
CCOc1ccc(N2C(=O)CC(Sc3nnnn3-c3ccccc3)C2=O)cc1 (centres undefined)	10	1	-5	0	1	14	1391	101	-2	-0.26	1
Cc1[nH]nc2c1C1(CCC3(CC1)OCCO3)C(C#N)=C(N)O2	4	0.9	-4	1	1.1	12	1616	97	6	1.5	-4
COc1ccccc1OCC(=O)OCC(=O)Nc1ncc(Cl)cc1Cl	7	0.9	5	4	1	2	1434	98	12	/	2
CCn1c(CN2CCCCCC2=O)nnc1SCc1cnc(-c2ccccc2)s1	18	1	5	5	1	-3	1760	93	-2	/	4
COc1ccc(OCC(=O)N/N=C/c2ccc(OC)c(OC)c2C(=O)O)cc1	8	0.9	-1	-3	1.1	-4	1368	96	13	/	3
CCCCOC(=O)CNc1nnc(SCC(=O)OCC)[nH]c1=O	16	1	1	1	1	18	1591	88	3	/	5

Rewritten field by field: part of the list above.
CSc1nnc2c(n1)OC=Nc1ccccc1-2
  STAT3 blocker = -5; bIAP act = 0.9; PPARg SRC-2 ag = 16; PPARg SRC3 recr = 5; TNAP act hiacc = 1; STAT1 inh = -6; TR-FRET SRC-2 ct = 1542; STAT3 activator = 107; bIAP inh = 8; ROMK primary = /; PPARg SRC1 recr = 1

Cc1ccnc(SCc2cc(=O)c(OC(=O)c3cccs3)co2)n1
  STAT3 blocker = 10; bIAP act = 0.9; PPARg SRC-2 ag = 2; PPARg SRC3 recr = 2; TNAP act hiacc = 1; STAT1 inh = 3; TR-FRET SRC-2 ct = 1629; STAT3 activator = 96; bIAP inh = 5; ROMK primary = -0.39; PPARg SRC1 recr = 3

Additional entries
SMILES	STAT3 blocker	bIAP act	PPARg SRC-2 ag	PPARg SRC3 recr	TNAP act hiacc	STAT1 inh	TR-FRET SRC-2 ct	STAT3 activator	bIAP inh	ROMK primary	PPARg SRC1 recr
C1CCN(c2c3c(nc4nnnn24)CCCC3)CC1	8	1	-4	-9	1	-1	1403	97	-2	/	-6
Cc1ccccc1N=C1NN=C(c2ccccc2F)CS1	-5	0.8	5	5	1	-28	1594	103	25	/	5
O=C(c1cc2c(ccc3ccccc32)oc1=O)N1CCN(CCO)CC1	-10	0.9	15	13	1	0	1619	113	8	/	2
CCN1c2ccccc2-c2nc3ccccc3n2C1c1ccccn1 (centres undefined)	3	1.4	-5	-7	1.1	0	1431	103	-42	-1.3	5
CCCCNC(=O)c1ccc(CNS(=O)(=O)c2ccc(Br)cc2)cc1	1	1.2	-5	-1	1	0	1486	101	-17	0.45	-2
CCN(CC)S(=O)(=O)c1ccc(N=NC2=C(O)CC(C)(C)CC2=O)cc1	-11	0.8	-7	-3	0.9	2	1498	109	19	/	-3
CCOC(=O)c1sc(=NC(=O)c2cccc(C)c2)n(C)c1C	-6	0.9	5	-2	0.9	-47	1791	106	6	-0.8	-3
COCCSc1ccccc1C(=O)N1CCN(Cc2ccc3c(c2)OCO3)CC1	-5	1	-2	-7	1.1	3	1535	107	-2	/	-4
Cc1ccccc1C(=O)NC1CCN(C(=O)N(c2ccccc2)c2ccccc2)CC1	5	1	-6	1	1	7	1503	99	0	/	6
CN1CCN(C(=O)c2ccc3c(c2)N(Cc2cccc(Cl)c2)C(=O)c2ccccc2S3=O)CC1 (centres undefined)	-7	/	-1	0	/	-3	1460	110	/	/	-5
O=C(NCC1CCCO1)c1cc(-c2ccco2)nc2ccccc12 (centres undefined)	4	0.9	8	2	1.1	4	1652	98	6	-0.77	2
COc1cccc2c(=O)n(CC(=O)NC3CCCC3)ccc12	-9	0.9	-14	-7	1	-9	1495	116	7	/	-9
